# From PubChem
# yeast mec2-1: NCI yeast anticancer drug screen, S. cerevisiae mec2-1 strain; growth inhibition, % at 50 µM; 79,000 tested, 9% active;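 further: 0% = growth of vehicle-only cultures of the same strain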
#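 Yeast mec2-1 mutant treated with compound. Readout: growth inhibition vs vehicle controls.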
# yeast bub3: NCI yeast anticancer drug screen, S. cerevisiae bub3 mutant strain; % growth inhibition at 50 µM; 78,000 tested, 9.9% active; AID 167;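 further: 0% = growth of vehicle-only cultures of the same strain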
#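 Part of a panel of yeast mutants defective in DNA damage repair or cell cycle regulation. Each strain is grown with compound, and inhibition is calculated relative to solvent-treated cultures.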
# yeast sgs1 mgt1: NCI yeast anticancer drug screen, S. cerevisiae sgs1 mgt1 strain; AID 161; growth inhibition, % at 50 µM; 78,000 tested, 10% active;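 further: 0% = growth of vehicle-only cultures of the same strain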
#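 Percent growth inhibition was derived by comparing compound-exposed mutant yeast with vehicle-exposed cultures. The strain carries alterations in DNA damage repair.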
# cln2 rad14: NCI yeast anticancer drug screen, S. cerevisiae cln2 rad14 strain; % growth inhibition at 50 µM; 78,000 tested, 8.3% active; AID 165;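 further: 0% = growth of vehicle-only cultures of the same strain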
#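 Readout is yeast growth inhibition versus vehicle-treated controls, using a strain with cln2 and rad14 alterations exposed to compound.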
# rad50: NCI yeast anticancer drug screen, S. cerevisiae rad50 strain; 79,000 tested, 10% active; growth inhibition, % at 50 µM;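 further: 0% = growth of vehicle-only cultures of the same strain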
#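 DNA repair mutant yeast, compound exposure, growth read-out; inhibition is taken relative to vehicle.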
# mlh1 rad18: NCI yeast anticancer drug screen, S. cerevisiae mlh1 rad18 strain | % growth inhibition at 50 µM | 79,000 tested, 11% active | AID 175;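 further: 0% = growth of vehicle-only cultures of the same strain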
#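 Vehicle-treated cultures served as the reference for growth inhibition in a yeast strain carrying DNA damage repair alterations exposed to each compound.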
# An asterisk follows results filed as active; & = joins results of further samples. No stated cut-off is given here; in the data, active means growth inhibition above about 70%; inactive means the rest.
SMILES,yeast mec2-1,yeast bub3,yeast sgs1 mgt1,cln2 rad14,rad50,mlh1 rad18
CCN(CC)c1c(C)nnn1C1OC(COC(C)=O)C(OC(C)=O)C(OC(C)=O)C1OC(C)=O (centres undefined),-11,12,-20,3,-1,-12
CCCCCCCC/C=C\CCCCCCCC(=O)NCCN(CCN)C(=O)CCCCCCC/C=C\CCCCCCCC,-18,-42,-17,-21,-21,-24
CCCCCC(=O)c1ccc2[nH]c3c(C)cc([N+](=O)[O-])c(C)c3c2c1,-36,-17,-35,-3,4,-10
CN(C)C(=O)Nc1cccc(OC(=O)NC2CCCCCCC2)c1,28,34,29,4,3,20
CN1C(NC(=O)C(C)(C)O)C(C)(C)C(C)(C)C1NC(=O)C(C)(C)O (centres undefined),2,27,42,7,28,30
C#CCNC(=O)NCCCl,-3,28,0,-34,19,3
COc1cc2ccc3c4c(OC)cc5c(c4c[n+](C)c3c2cc1OC)OCO5,91*,90*,88*,89*,88*,87*
CCN(CC)Cc1cc2c(cc1O)c1ccccc1n2CC,15,-12,14,-18,33,5
c1cc2cc3c4c5c(cc6ccc7cc8cc9c%10c8c8c7c6c5c8c5c%10c(c1C9N1CCOCCOCCOCCOCCOCC1)c2c45)C3 (centres undefined),-2,3,3,18,-15,-10
CC(C)n1nnc2c3ccccc3c3ccccc3c21,4,6,12,-1,-8,0
Cn1c2ccccc2c2ccc3c(c21)C(=O)NC3=O,11,-22,-8,-8,16,13
Cc1ccc(C(C)C)c(OC(=O)NCCCCCCNC(=O)Oc2cc(C)ccc2C(C)C)c1,-4,-7,11,11,-11,9
CCOC(=O)C1=C(C)Nc2cc[nH]c(=O)c2C1c1ccccc1Cl (centres undefined),7,10,19,2,1,23
CSc1nc2c3ccccc3ccn2c1C(=O)N/N=C/c1ccccc1,-16,-43,-40,0,-2,-25
CC1(C)OC(=O)C(=Cc2ccc(C#N)cc2)C(=O)O1,10,29,15,12,19,23
CC(=O)N1CCN(c2ccc(Cl)cc2)CC1,-12,-4,-27,-10,-25,-26
c1nc(NCCc2cnc[nH]2)c2[nH]cnc2n1,-15,-51,-15,-41,-9,0
COC(=O)C(=O)C(C(=O)c1ccc(F)cc1)c1nc2n(c1O)C(=N)N=N2 (centres undefined),78*,35,24,60,40,35
OCCNc1nc(NCCO)c2nc(-c3ccccc3)c(-c3ccccc3)nc2n1,44&0,42&-1,58&1,50&-7,58&-2,61&16
Nc1cccc(N=[N+]([O-])c2cccc(N)c2)c1,8,12,-10,-22,19,28
Cc1nc2c(=O)[nH]c(=O)[nH]c2[nH]c1=O,-12,3,-25,-51,-20,-16
CCN1C(=O)C(=O)C(CC)(CC)C1=O,-2,1,-7,-8,-8,-14
O=C1CCc2cc3c(cc21)OCO3,-34,7,-4,-9,5,-6
O=S1(=O)C2C=CC1C(Br)C(Br)CC2 (centres undefined),14,0,27,12,-9,20
CC(OC1CC(=O)CC2C(=O)C=CC(=O)C12)c1ccccc1 (centres undefined),22,28,26,21,25,26
CCCCOC(=O)CCCCCCCCC(=O)OCCCC,-9,0,2,-14,24,28
CCCCC(N)CSSCC(N)CCCC (centres undefined),-44,-51,-23,-20,-21,-36
O=C(Nc1ccc(S(=O)(=O)NC2CCCCC2)cc1)OC1CCCCCCC1,53,67,78*,75*,72*,77*
CC(=O)OC1=CC2=CCCCC2(C)CC1 (centres undefined),13,-12,-4,-10,-1,31
CC(C)=CCc1c(OC(=O)c2c(C)cc(O)cc2O)cc(CO)c(CO)c1O,11,9,30,6,5,-55
CCCCCCC(C)Br (centres undefined),8,-14,-23,1,14,-13
C=C1C(=O)O[C@@H]2[C@H](O)[C@@H](C)[C@@H]3C=CC(=O)[C@@]3(C)[C@@H](OC(=O)/C(C)=C/C)[C@H]12,8,22,34,26,34,22
O=C/C(=C1/C=Cc2cc([N+](=O)[O-])ccc2S1)c1ccccc1,-19,-9,-11,-15,-6,-7
CCCCNC(=O)c1cc(Cl)cc(Cl)c1Br,8,20,5,15,8,-1
CC1=C(CNc2ncnc3nc[nH]c23)CC=CC1,9,12,-4,-17,-3,-7
O=S1(=O)C(c2ccccc2)=C1c1ccccc1,7,-12,9,25,-7,18
COc1ccc(S(=O)(=O)N2OC2c2ccccc2)cc1 (centres undefined),3,2,15,10,-22,-6
CCOC(=O)Nc1cc(Cl)c2nnn(C(=O)OCC)c2n1,98*,97*,98*,91*,96*,98*
O=C(NCCc1ccccc1)c1ccccc1,-29&8,-35&-10,-14&7,-11&-19,-34&19,0&4
O=C(O)C[C@H]1CCCCC12CCOC2=O (some centres undefined),7,22,-1,-19,11,10
Cc1cc(Sc2ccc(Cl)cc2)nc(Sc2ccc(Cl)cc2)c1C#N,-30,-11,-28,-21,8,-27
CC1(C)CSC(=S)N1CCC(=O)O,1,4,-1,8,-3,0
C1CCC2=NCCCN2CC1,-23,12,11,-5,-14,-1
COc1cc2c(cc1OC)C1C(=O)c3c(O)cc4c(c3OC1CO2)C=CC(C)(C)O4 (centres undefined),10,34,14,15,50,37
O=C(CC(=O)c1cc(Cl)ccc1O)c1cccnc1,18,-16,50,-21,68,47
O=C(Nc1cccc2ccccc12)O/N=C/c1ccccn1,-3,-7,-11,39,-9,-2
O=[N+]([O-])/C=C/c1cn(CCCCCn2cc(/C=C/[N+](=O)[O-])c3ccccc32)c2ccccc12,-9,8,-2,-8,-6,-10
CCc1ccc(C(=O)O)oc1=O,-9,-11,-6,-66,11,-5
Cc1cc(S(=O)(=O)O)c(NC(=O)c2oc3cc(O)ccc3c(=O)c2C)cc1Cl,-23,-8,4,10,-9,4
CCOC(=O)c1cnc(NCCCNc2ncc(C(=O)OCC)c(=O)[nH]2)[nH]c1=O,4,4,-3,-45,-3,10
Cc1ccc(S(=O)(=O)OC2C(OCc3ccccc3)C(OCc3ccccc3)C3CON(C)C32)cc1 (centres undefined),8,-1,3,7,12,7
O/N=C1/CC2CCCc3ccc4cccc1c4c32 (centres undefined),22,82*,23,12,60,-4
CCCCCC1(CO)NC(=O)NC1=O (centres undefined),-15,0,-15,-3,-8,-4
Cc1ccccc1C(C#N)/C(=N/NC(=O)C(=O)NN)C(=O)Nc1cccc(C(F)(F)F)c1 (centres undefined),11,0,14,23,34,22
NC(=O)N/N=C(/Cl)C(=O)NNC(N)=O,6,-1,-10,-81,-4,-27
C/C(=C/C(=O)O)CC/C=C(/C)C(=O)O,-5,22,-1,21,0,5
O=C1C2C(C(=O)N1c1ccc(OCc3ccccc3)cc1)C1c3ccccc3C2C2CCCCN21 (centres undefined),-9,83*,91*,5,81*,91*
COC(=O)C(CC(=O)Nc1ccc(C)cc1)C(=O)C(=O)Nc1c(C(C)C)cccc1C(C)C (centres undefined),-18,-10,-8,6,-43,-25
CCOC(=O)C1=CC2CN(Cc3ccccc3)C1C1C(=O)NC(=O)C21 (centres undefined),-1,20,8,3,-3,-14
N#CC(c1ccc(Cl)cc1)c1ccc([N+](=O)[O-])cc1 (centres undefined),20,64,61,4,41,46
# (more compounds)
SMILES,yeast mec2-1,yeast bub3,yeast sgs1 mgt1,cln2 rad14,rad50,mlh1 rad18
OB(O)c1ccccc1C#Cc1ccccc1B(O)O,50,58,64,70*,62,68
Nc1cc(Cl)c([N+](=O)[O-])cc1Cl,9,0,6,11,13,36
CC(SC1=CC(=O)c2c(O)ccc(O)c2C1=O)C(=O)O (centres undefined),12,4,20,-28,23,25
COC1/C=C/OC2(C)Oc3c(C)c(O)c4c(c3C2=O)C(=O)C([N+](=O)[O-])=C(NC(=O)C(C)=C/C=C\C(C)C(O)C(C)C(O)C(C)C(OC(C)=O)C1C)C4=O (centres undefined),10,24,29,20,22,30
Nc1ccc2c(c1)Oc1c(F)c(F)cc3c(=O)c(C(=O)O)cn-2c13,11,0,8,16,7,48
CCOC(=O)N1CCN(C(=S)N/N=C(\C)c2cnccn2)CC1,100*,100*,100*,100*,99*,99*
Cc1ccc(C)c(Cn2cnc3c(=S)nc[nH]c32)c1,4,21,0,4,5,7
Cc1ccc(S(=O)(=O)OCC2OC(c3ccccc3)OC3C(CO)OC(c4ccccc4)OC23)cc1 (centres undefined),50,-1,11,16,17,61
CCO/C=C1/N=C(Cc2ccccc2)OC1=O,-2,4,8,23,18,13
CC1CN(S(=O)(=O)c2cc(Cl)c(Oc3ccc([N+](=O)[O-])cc3Cl)c(Cl)c2)CC(C)O1 (centres undefined),-14,3,3,1,-2,9
CCCc1cc(C)cc(N=Cc2ccccc2)c1O,98*,97*,94*,98*,97*,97*
COc1cc([N+](=O)[O-])c2ncccc2c1OC,-11,0,-22,-20,6,68
CC1C(C)(C)C23CC12C1(OCCO1)C3Br (centres undefined),-4,11,-7,15,-11,25
CCOC(=O)/C(O)=C(/C=N\C(=S)Nc1ccccc1Cl)C(=O)OCC,-55,-26,-28,5,-44,-41
Cc1nc2ccccc2[nH]1,-31,3,-4,6,4,9
COc1ccc2nc(N/N=C/c3ccc(C)s3)cc(C)c2c1,-2,1,16,24,22,25
Cc1cc([N+](=O)[O-])ccc1NC(=O)C(=O)C(C(=O)c1ccccc1-c1ccccc1)C1OC(=O)c2ccccc21 (centres undefined),12,7,-5,-52,12,41
CC(=O)Nc1nc([N+](=O)[O-])c(C(C)C)s1,11,-8,-2,2,10,18
Cc1ccc(N(C)c2cc(=O)n(C)c(=O)[nH]2)cc1C,16,12,10,28,14,14
CCCCCCCN,21,12,20,34,50,48
Cn1c(O)c(/C=C2\C=Nc3ccccc32)n(C)c1=N,-1,9,9,9,-9,-9
Cc1cc(O)c(C=NC(=S)c2ccccc2)c(=O)o1,-32,5,10,5,-14,-40
N#Cc1cn(-c2c3ccccc3nc3ccccc23)c(=O)[nH]c1=O,40,22,50,48,58,76*
COc1c2ccoc2c(S(=O)(=O)Nc2ccc(Cl)cc2)c2oc(C)cc(=O)c12,-30,-12,-14,-8,5,-25
CC1CC(c2ccccc2)(c2ccccc2)C(=O)C(C)[N+]1(C)C (centres undefined),-1,4,26,-15,22,-16
Nc1ccc(NC(=S)Nc2ccccc2)cc1,-18,-7,-3,2,-2,-13
CC(=O)NC(CCCN(Cc1ccccc1)C(=O)N(C)N=O)C(=O)NCc1ccccc1 (centres undefined),23,19,-16,26,18,20
OC[C@@H](O)[C@H]1NC[C@@H](O)[C@H]1O,-57,-26,-50,8,-45,-18
CCCCCCCCCCCCCCCCCC(=O)OCC(=O)C(OC(=O)CCCCCCCCCCCCCCCCC)C(OC(=O)CCCCCCCCCCCCCCCCC)C(COC(=O)CCCCCCCCCCCCCCCCC)OC(=O)CCCCCCCCCCCCCCCCC (centres undefined),-30,-7,-24,1,-17,-8
CC(=O)O[C@H]1CC[C@@]2(C)[C@H](CC[C@@H]3[C@@H]2CC[C@]2(C)[C@@H]4[C@H](C[C@@H]32)O[C@]2(CC[C@@H](C)CO2)[C@H]4C)C1,-14,29,6,1,13,30
O=C(OCC(OC(=O)c1ccccc1)C(OC(=O)c1ccccc1)C(O)C(O)CO)c1ccccc1 (centres undefined) (tested in a mixture with another compound),-4,-12,10,-18,-7,29
c1ccc(-c2[nH]nc3nccnc23)cc1,-6,-22,-6,-42,17,6

# Grouped by structure, the entries above with an NH in an aromatic ring (11)
SMILES,yeast mec2-1,yeast bub3,yeast sgs1 mgt1,cln2 rad14,rad50,mlh1 rad18
CCCCCC(=O)c1ccc2[nH]c3c(C)cc([N+](=O)[O-])c(C)c3c2c1,-36,-17,-35,-3,4,-10
CCOC(=O)C1=C(C)Nc2cc[nH]c(=O)c2C1c1ccccc1Cl (centres undefined),7,10,19,2,1,23
c1nc(NCCc2cnc[nH]2)c2[nH]cnc2n1,-15,-51,-15,-41,-9,0
Cc1nc2c(=O)[nH]c(=O)[nH]c2[nH]c1=O,-12,3,-25,-51,-20,-16
CC1=C(CNc2ncnc3nc[nH]c23)CC=CC1,9,12,-4,-17,-3,-7
CCOC(=O)c1cnc(NCCCNc2ncc(C(=O)OCC)c(=O)[nH]2)[nH]c1=O,4,4,-3,-45,-3,10
Cc1ccc(C)c(Cn2cnc3c(=S)nc[nH]c32)c1,4,21,0,4,5,7
Cc1nc2ccccc2[nH]1,-31,3,-4,6,4,9
Cc1ccc(N(C)c2cc(=O)n(C)c(=O)[nH]2)cc1C,16,12,10,28,14,14
N#Cc1cn(-c2c3ccccc3nc3ccccc23)c(=O)[nH]c1=O,40,22,50,48,58,76*
c1ccc(-c2[nH]nc3nccnc23)cc1,-6,-22,-6,-42,17,6
